High-throughput results: PubChem BioAssay, National Center for Advancing Translational Sciences (NCATS)
Pin1 inhibitor = human Pin1 inhibition. Q13526. Pin1 FP peptide displacement, HiFluor488, 10 min. Potency, µM (highest dose often 115 µM), for the others: at the highest dose activity, negative = inhibition, most hits filed as inhibitors. 390,000 compounds, 0.009% hits; active means well fitted inhibition curve with a large enough effect in the polarisation, with a control signal flat, not every such curve was filed as active; inconclusive means small, poorly fitted or top-dose-only effect, or effect the other way, or a change in a side signal; inactive means no such curve, though single readings can be large or run the other way; the % refers to the polarisation; further: on the % scale 0 is the no-effect control and ±100 the full control effect
JMJD2A Tudor = blocks the human JMJD2A Tudor domain | O75164 | AlphaScreen JMJD2A-Tudor / H3K4me3 peptide binding | Potency, µM (highest dose often 114 µM), without a hit: at the top dose activity change, negative = inhibition, most hits filed as inhibitors | 390,000 compounds, 4.4% hits | AID 504339; further: on the % scale 0 is the no-effect control and ±100 the full control effect; nearly all actives have a fitted effect of over 50% in size
PGK inhibitor = blocks T. brucei phosphoglycerate kinase; PGK/GAPDH coupled, Kinase-Glo luminescence, 60 min; 380,000 compounds, 0.043% hits; Potency, µM (doses to about 57.5 µM), without a hit: top-dose activity change, negative = inhibition, most hits filed as inhibitors; P07378; further: on the % scale 0 is the no-effect control and ±100 the full control effect; nearly all actives have a fitted effect of over 60% in size
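Recombinant glycosomal PGK reaction used 1,3-bisphosphoglycerate generated in-well by GAPDH (100nM final) in 100mM TEA pH 7.6, 5mM MgCl2, 0.01% Tween-20. After 60 minutes at room temperature, ATP was read by Kinase-Glo Plus luminescence end-point.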
ERG-DNA inh = inhibitors of human ERG Ets domain-DNA interaction; P11308; fluorescence polarization, His-ERG Ets domain / labelled DNA; Potency, µM (series often up to 76.9 µM), for the others: at the top dose FP activity, negative = inhibition, most hits filed as inhibitors; 370,000 compounds, 0.028% hits; AID 624246; active means well fitted inhibition curve with a large enough effect in the polarisation, with a control signal flat; inconclusive means small, poorly fitted or top-dose-only effect, or effect the other way, or a change in a side signal; inactive means no such curve, though single readings can be large or run the other way; the % refers to the polarisation;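 further: polarization taken with two DNA probes labelled with fluorescein and Texas red; % of control where 0% means no effect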
Target sequence (P11308 whole entry, looked up, the tested form may be a part): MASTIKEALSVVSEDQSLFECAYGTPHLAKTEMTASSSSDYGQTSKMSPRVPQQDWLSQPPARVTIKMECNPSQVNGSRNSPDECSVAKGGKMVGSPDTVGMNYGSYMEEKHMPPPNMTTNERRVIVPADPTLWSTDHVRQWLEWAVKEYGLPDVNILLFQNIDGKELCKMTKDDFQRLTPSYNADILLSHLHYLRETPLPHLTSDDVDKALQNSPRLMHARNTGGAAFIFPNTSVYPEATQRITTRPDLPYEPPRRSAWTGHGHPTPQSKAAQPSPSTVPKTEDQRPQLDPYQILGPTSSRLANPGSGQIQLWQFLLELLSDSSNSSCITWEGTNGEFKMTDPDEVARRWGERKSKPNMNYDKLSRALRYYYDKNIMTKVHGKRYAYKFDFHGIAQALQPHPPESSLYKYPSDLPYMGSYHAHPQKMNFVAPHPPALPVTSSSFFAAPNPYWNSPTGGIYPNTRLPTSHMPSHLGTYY
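His-tagged ERG Ets domain (1 uM in the protein solution; 300mM KCl, 50mM Tris-HCl, 1mM EDTA, 1mM DTT, pH 7.5) received compound, then a probe mix of 5 nM fluorescein-DNA and 100nM Texas-615-DNA. Fluorescence polarization was read for both dyes.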
12-LOX inh = blocks human arachidonate 12S-lipoxygenase; P18054; purified 12hLO, xylenol orange hydroperoxide absorbance; Potency, µM (series often up to 108 µM), without a hit: at the top dose activity change, negative = inhibition, usual class: inhibitors; 580,000 compounds, 1.1% hits; AID 1671190; further: on the % scale 0 is the no-effect control and ±100 the full control effect
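Purified human 12hLO (150 nM final) in 25 mM Hepes, 0.01% Triton X-100, pH 7.0 was preincubated 15 min at room temperature with compound. Then 40 uM arachidonic acid was added, 30 min. Hydroperoxide was read by Fe-XO absorbance ratio 573/405 nm.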
TrxR1 inh = inhibitors of rat thioredoxin reductase 1. O89049. recombinant rTrxR1, NADPH fluorescence consumption, selenite substrate. Potency, µM (series often up to 114 µM), for the others: at the highest dose activity change, negative = inhibition, actives largely listed as inhibitors. 390,000 compounds, 1% hits; further: on the % scale 0 is the no-effect control and ±100 the full control effect; nearly all actives have a fitted effect of over 65% in size
Target sequence (O89049 whole entry, looked up): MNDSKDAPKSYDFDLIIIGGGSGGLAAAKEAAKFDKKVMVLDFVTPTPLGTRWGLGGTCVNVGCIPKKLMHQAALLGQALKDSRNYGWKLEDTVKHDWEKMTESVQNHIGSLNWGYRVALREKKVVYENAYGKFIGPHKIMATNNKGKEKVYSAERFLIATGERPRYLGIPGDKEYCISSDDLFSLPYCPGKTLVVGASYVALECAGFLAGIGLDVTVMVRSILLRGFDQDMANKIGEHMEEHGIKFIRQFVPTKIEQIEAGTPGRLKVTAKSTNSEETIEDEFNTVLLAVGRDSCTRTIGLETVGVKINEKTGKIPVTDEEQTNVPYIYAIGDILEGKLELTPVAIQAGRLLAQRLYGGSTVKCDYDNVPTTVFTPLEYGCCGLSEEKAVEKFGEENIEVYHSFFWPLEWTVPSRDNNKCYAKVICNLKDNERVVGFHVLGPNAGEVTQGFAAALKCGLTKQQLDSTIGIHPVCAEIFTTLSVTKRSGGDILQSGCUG
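Rat TrxR1 (90 nM in the dispensed reagent) was pre-reduced with 400 uM NADPH for 5 min at room temperature, then incubated with compound for 15 min. After 400 uM selenite was added, NADPH fluorescence (Ex 340/Em 450 nm) was followed for 8 min.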
RGS4 inh = inhibitors of human regulator of G protein signaling 4; Transcreener GDP fluorescence polarization, RGS4-accelerated GTP hydrolysis; AID 504845; Potency, µM (titrated, usually from 114 µM), for the others: at the top dose activity change, negative = inhibition, actives largely listed as inhibitors; 390,000 compounds, 0.039% hits; P49798; further: on the % scale 0 is the no-effect control and ±100 the full control effect; nearly all actives have a fitted effect of over 75% in size; some results filed as inactive show a strong effect at the top dose
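MLSMR compounds (23 nl, pin-transferred) preincubated 10 min at room temperature with a 500nM (2x) first reagent, then RGS4 at 900nM (2x) plus Transcreener GDP mix added; fluorescence polarization (620/688 nm) read before and after 90 min at 30 °C.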
GLS inhibitor = blocks human kidney-isoform glutaminase activity; O94925; Potency, µM (top dose mostly 45.5 µM), inactives show at the top dose activity change, negative = inhibition, hits mostly inhibitors; 410,000 compounds, 0.21% hits; AID 624170; GLS enzymatic activity, qHTS titration; further: on the % scale 0 is the no-effect control and ±100 the full control effect
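hKGA in 45 mM KH2PO4 (pH 8.2), 0.02% Tween-20 with compound, then 1mM L-Glutamine (stock as added) plus glutamate oxidase/HRP/Amplex red coupling mix. Fluorescence read initially and after 30 min at RT; signal change reflects glutamate formation.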
HP1b chromo inh = inhibitors of HP1-beta chromodomain binding to methylated histone tails; P83916; AlphaScreen HP1-beta / biotin-H3K9me3 peptide binding; Potency, µM (highest dose often 114 µM), for the others: top-dose activity change, negative = inhibition, most hits filed as inhibitors; 390,000 compounds, 0.56% hits; AID 540317; further: nearly all actives have a fitted effect of over 70% in size; inactives centre near 23
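HP1-beta protein (50 nM final) preincubated 30 min at room temperature with biotinylated H3(1-18)K9me3 peptide (50 nM) in PBS pH 7.4, 0.01% Tween-20, then compound added for 30 min. AlphaScreen streptavidin donor/nickel chelate acceptor beads (10 ug/mL final), 30 min dark, luminescence read.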
The depositor's hits bear a star; i = inactive; ? = inconclusive; · = not tested or not shown; & = joins results of further samples; [ ] = dose if it differs, or a comment. Unless noted, the call rests on the fitted dose curve; in most records, active means well fitted curve in the direction sought with a large enough effect; inconclusive means small, poorly fitted or top-dose-only effect, or another doubt; inactive means no such curve, though single readings can be large; an effect the other way counts as inactive or inconclusive. Potency means the concentration at half of the fitted maximal effect. The list is partial (hit frequency here may not be typical).

SMILES	Pin1 inhibitor	JMJD2A Tudor	PGK inhibitor	ERG-DNA inh	12-LOX inh	TrxR1 inh	RGS4 inh	GLS inhibitor	HP1b chromo inh
Cc1cc(C)n2nc(SCC(=O)NC(=O)c3ccccc3)nc2n1	0%	-5%	9%	6%	-9%	6%	-1%	-2%	28%
O=C(NCC1CCCO1)C1CCN(C(=O)c2ccc(Cl)cc2)CC1 (centres undefined)	3%	-4%	1%	-5%	0%	14%[57.1 µM]	-7%	-4%	32%[activator]
CC(=O)c1ccc(NC(=S)N(C)C2CCN(C)CC2)cc1	5%	-6%	-14%	-7%	-4%	18%	-3%	23%	7%
COc1ccccc1C(=O)NCc1ccccc1	-2%	-15%	-5%	14%	-10%	-27%	14%	-6%	39%
Cc1cccc(-c2nnc(NC(=O)c3ccc(N4C(=O)CCC4=O)cc3)s2)c1	36%[activator]	-7%	-2%	2%	3%	11%[57.1 µM]	-1%	3%	25%
O=C1NC(C(=O)O)=CC(c2cccc(Cl)c2Cl)N1 (centres undefined)	-1%	-26%	-8%	-4%	?	9%[57.1 µM]	-3%	2%	21%
CC1S/C(=N/N=C/c2cccc([N+](=O)[O-])c2)NC1=O (centres undefined)	-6%	-36%	0%	-1%	44%[activator]	24%	13%	14%	8%
COc1ccc(-c2cc3ccccc3n2CC(O)CN2CCN(CCO)CC2)cc1 (centres undefined)	-1%	-30%	i	-8%	-1%	14%	-24%	12%	15%
COc1ccc(CCNC(=O)Cn2cccc2C(=O)c2ccccc2)cc1OC	-7%	-3%	-8%	15%	0%	0%[57.1 µM]	12%	4%	24%
CC(=O)Nc1ccc(NC(=O)CN2CCCC(C)C2)c(Cl)c1 (centres undefined)	-6%	0%	2%	5%	0%	20%	15%	13%	37%
COCCCNc1nc(=S)[nH]c2cc(OC)c(OC)cc12	0%	-23%	-3%	-12%	?	-21%	-48%	?	34%
CCOC(=O)C(Cc1c[nH]c2ccccc12)NC(=O)c1ccco1 (centres undefined)	5%	-9%	i	4%	-10%	5%[57.1 µM]	-3%	1%	25%
Nc1cccc(Oc2c(F)c(F)c(Oc3cccc(N)c3)c(F)c2F)c1	-8%	-33%	-10%	-6%	?	10%[57.1 µM]	-9%	6%	?
CCCCN(Cc1ccccc1)C(=O)CCN1C(=O)C2C3C=CC(C3)C2C1=O (centres undefined)	0%	-2%	3%	-10%	0%	15%	5%	11%	30%
C/C(=N\Nc1cc(C)nc(-c2ccccc2O)n1)c1ccccc1O	-5%	-16%	-10%	5%	22%	-7%	-3%	14%	44%[activator]
CCN(CC(=O)Nc1ccc(NC(C)=O)cc1)C(=O)c1ccc2c(c1)OCCO2	-1%	-5%	3%	-15%	6%	19%	-4%	-2%	29%
Cc1cc(S(=O)(=O)Nc2c(C)nc3nc[nH]n3c2=O)ccc1F	-4%	-14%[57.1 µM]	3%	-6%	-10%	24%[57.1 µM]	5%	-16%	34%[activator]
CCCSc1nc2c(c(=O)n1CC)SC(C)C2 (centres undefined)	2%	-33%	6%	1%	21%	2%[57.1 µM]	-1%	18%	-10%
Cc1ccc(S(=O)(=O)N2CCC(C(=O)N/N=C/c3cccnc3)CC2)cc1	-12%	0%	i	-1%	21%	-12%	2%	-7%	38%
COc1ccc([C@H]2CC(=O)C=C(c3ccccc3Oc3ccccc3)C2)cc1	3%	11%	1%	-3%	6%	5%	-8%	1%	62%[activator]
O=C(O)c1cc(-n2[nH]c(=O)c3ccccc3c2=O)ccc1Cl	0%	-3%	2%	-1%	?	9%	23%	9%	26%
Cc1ccc(NC(=O)c2cccc(NC(=O)/C=C/c3ccco3)c2)cc1C	56%[activator]	-33%	i	·	40µM*	20µM*	-44%	9%	-25%
COc1ccc(N(Cc2cc3cccc(C)c3[nH]c2=O)C(=O)c2cccc(Cl)c2)cc1	14%	?	11%	0%	0%	26%	24%	2%	5%
Cc1occc1C(=O)Nc1cccc(S(=O)(=O)N2CCOCC2)c1	0%	-16%	-9%	6%	38%[activator]	17%	10%	-3%	38%
CC(=O)Nc1cc(-c2nc3cc(Cl)ccc3o2)ccc1C	-3%	-6%	·	4%	-25%	-1%	26%	5%	25%
COc1ccccc1NC(=O)C(=O)NCCC1CCCCN1S(=O)(=O)c1ccc(F)cc1 (centres undefined)	7%	-14%	-7%	-2%	?	42%[activator]	?	-4%	1%
COCCCNC(=O)/C(C#N)=C/c1c(N2CCN(c3cccc(Cl)c3)CC2)nc2c(C)cccn2c1=O	?	?	i	13%	4%	39%[activator]	9%	3%	8%
CC(C)(C)c1ccc(C(=O)OCCNC(=O)c2c(Cl)nc3ccccn23)cc1	?	-13%	6%	-4%	-1%	-4%	12%	-7%	27%
Oc1c(Cl)cc(Cl)cc1CNc1ccccn1	-4%	-1%	4%	-13%	0%	13%[57.1 µM]	0%	3%	17%
CCOC(=O)CCCN1C(=O)CCn2nc(-c3cn(C)c4ccccc34)cc21	3%	-26%	·	0%	?	6%	-6%	0%	34%
O=C1CCc2cc(S(=O)(=O)Nc3cccc(F)c3)cc3c2N1CC3	·	-12%	0%	-6%	-2%	-2%[57.1 µM]	29%	1%	-6%
COc1cccc(NS(=O)(=O)c2ccc(NC(C)=O)cc2)c1	-1%	-3%	-6%	-6%	21%	8%	-12%	-9%	23%
O=C(NCc1ccccc1Cl)c1cc(C(=O)C2CC2)c[nH]1	2%	-16%	1%	-10%	0%	11%	-19%	0%	22%
Cc1ccc2cc3c(NC(=O)c4ccco4)nn(C)c3nc2c1	2%	17%	-1%	-5%	14%	?	-30%	6%	71%[activator]
CC(C)N1CCC(NC(=O)Nc2ccccc2)CC1	-4%	?	i	-1%	-17%	13%[57.1 µM]	-11%	-11%	22%
Nc1ccc(-n2nncc2-c2ccco2)cc1	-1%	-28%	i	-11%	18%	-8%	9%	-10%	15%
O=C(O)CCCc1ccc2ccc3cccc4ccc1c2c34	?	-15%	-10%	20%	?	-6%[11.4 µM]	-8%	4%	9%
O=[N+]([O-])c1cc(Cl)ccc1Oc1ccc(-c2nnco2)cc1	-2%	-11%	-10%	-17%	-17%	5%[57.1 µM]	-22%	-2%	21%
O=C(c1ccncc1)N1CCN(S(=O)(=O)c2ccc(F)cc2)CC1	0%	-12%	1%	-12%	-13%	3%	11%	-10%	14%
Cc1ccc(OCCCC(=O)Nc2ccc(N3CCOCC3)cc2)cc1	9%	-9%	4%	-3%	23%	15%	-7%	8%	13%
Cn1c(Cn2nnc3ccccc32)nnc1SCC(=O)Nc1ccc2c(c1)OCO2	-2%	-7%	·	-3%	-5%[57.4 µM]	13%[57.1 µM]	-3%	0%	26%
CCS(=O)(=O)NCC(c1ccco1)N1CCN(c2ccc(F)cc2)CC1 (centres undefined)	-7%&3%	-13%&-18%	4%	-4%&2%	-1%&-11%	17%[57.1 µM]	3%&-30%	16%&27%	34%&18%
CCOc1ccc(C(=O)NCC(=O)OCC(=O)N(C)CC(=O)Nc2ccccc2CC)cc1OCC	3%	-2%	-3%	24%	0%	5%	-20%	10%	13%
O=C(NCCc1c[nH]c2ccccc12)C(F)(F)F	8%	-14%	-10%	4%	-23%	13%[57.1 µM]	0%	16%	11%
CN1CCC(N(C)C(=O)NC2CCCCC2)CC1	1%	-18%	-5%	-3%	-6%	36%[57.1 µM]	10%	-4%	-1%
O=C(NCc1ccccc1CN1CCCC1)C1CCN(S(=O)(=O)c2ccc(F)c(F)c2)CC1	2%	-7%	5%	8%[15.4 µM]	-26%	6%	-22%	20%	19%
O=C1Nc2cc3c(cc2Sc2ccccc21)OCCO3	0%	-9%	-1%	-1%	?	-8%	18%	-18%	9%
NS(=O)(=O)c1cccc(NC(=O)COC(=O)Cc2ccc(S(=O)(=O)N3CCOCC3)s2)c1	21%	-23%	-2%	-2%	214%[activator]	-3%	4%	10%	3%
CCc1ccc(NC(=O)c2cc(C)on2)cc1	0%	-1%	-8%	1%	14%	18%	31%	-4%	1%
COC(=O)Cn1c(=NC(=O)c2sc3ccccc3c2Cl)sc2cc(S(N)(=O)=O)ccc21	39%[activator]	-30%	-3%	·	-21%	0%	-11%	8%	7%
CN1C(=O)c2ccccc2Sc2ccc(NC(=O)COc3ccc(F)cc3)cc21	10%	-28%	i	-5%	-21%	3%[57.1 µM]	-13%	1%	2%
CSc1ncccc1C(=O)OCC(=O)c1cccc(Br)c1	?	8%	-2%	0%	-7%	22%[57.1 µM]	-1%	0%	27%
O=C(O)c1ccc(N=Nc2c(-c3ccccc3)[nH]oc2=O)cc1	2%	-29%	-1%	5%	-18%	-3%	14%	37%[activator]	29%
CC(CN1CCOCC1)OC(=O)c1ccccc1 (centres undefined)	-2%	5%	6%	-3%	?	2%[57.1 µM]	-9%	5%	23%
